Assay outcomes (PubChem)
Fam108B inh: counter-screen for RBBP9 inhibitors: inhibitors of mouse Fam108B; recombinant Fam108B, FP-Rh probe fluorescence polarization; inhibition, % at 9.51 µM; hit rate 0.33% among 300,000; AID 1947;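 active = inhibition above the screen mean inhibition plus 3 SD, computed separately per campaign, cut at about 18% in these data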;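 also: inhibitors lower polarization as less probe binds the enzyme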
GLD-1 RNA inh: GLD-1-TGE RNA interaction inhibition (C. elegans); hit rate 0.44% among 320,000; purified GLD-1 + fluorescein TGE RNA, fluorescence polarization; Q17339; inhibition, % at 5.96 µM;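 active = percent inhibition above a per-plate cutoff, the plate mean of test compounds plus 3 SD, cut at about 30% in these data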;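 also: 0% = DMSO wells with GLD-1 and probe and 100% = wells lacking GLD-1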
Target sequence (Q17339 whole entry, looked up): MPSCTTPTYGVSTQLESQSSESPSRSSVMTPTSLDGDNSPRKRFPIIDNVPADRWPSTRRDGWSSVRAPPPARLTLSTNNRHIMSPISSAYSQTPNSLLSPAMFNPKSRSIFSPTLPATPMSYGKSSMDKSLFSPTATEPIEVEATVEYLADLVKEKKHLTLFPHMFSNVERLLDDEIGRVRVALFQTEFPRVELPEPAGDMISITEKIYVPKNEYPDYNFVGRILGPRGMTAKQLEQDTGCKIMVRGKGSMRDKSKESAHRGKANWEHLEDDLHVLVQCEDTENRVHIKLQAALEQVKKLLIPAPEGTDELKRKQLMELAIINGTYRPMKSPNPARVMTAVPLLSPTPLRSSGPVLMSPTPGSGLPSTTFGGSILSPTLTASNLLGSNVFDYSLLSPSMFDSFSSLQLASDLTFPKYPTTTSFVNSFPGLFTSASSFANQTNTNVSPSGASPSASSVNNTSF
EBNA-1 inh: blocks EBNA-1 binding to DNA. EBNA-1 DNA binding, fluorescence polarization. inhibition, % at 14.8 µM. hit rate 0.34% among 300,000; in the data active = inhibition above about 28%
Yeast superoxide: yeast age-related superoxide inhibition as caloric restriction mimetic; S. cerevisiae aged cells, superoxide DHE fluorescence; stronger effect = lower value; AID 2690; superoxide response (% of plate mean), % at 10 µM; hit rate 0.18% among 330,000;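 active = superoxide response under a set limit, about three screen SD below normal, cut at about 65% in these data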;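 also: yeast aged for seven days with compound at 30 °C before DHE staining; 100% = average MFI of all compound-treated wells on the plate with controls excluded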
ZTA DNA inh: counter-screen for EBNA-1 inhibitors: inhibitors of Epstein-Barr virus ZTA | P03206 | AID 2234 | ZTA-DNA binding, fluorescence polarization | hit rate 0.15% among 320,000 | inhibition, % at 11 µM; in the data active = inhibition above about 33%
MCL1 BIM primary: inhibitors of human MCL1 binding to BIM-BH3 peptide | GST-MCL1 / FITC-Bim-BH3 fluorescence polarization | inhibition, % at 10.9 µM | hit rate 0.68% among 320,000;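 active = inhibition above the mean inhibition of all tested compounds plus 3 SD, set per campaign, cut at about 40% in these data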;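 also: 0% = DMSO wells and 100% = unlabeled Bim-BH3 peptide control; higher means more loss of mP so more displacement of Bim peptide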
Target sequence (Q07820 whole entry, looked up): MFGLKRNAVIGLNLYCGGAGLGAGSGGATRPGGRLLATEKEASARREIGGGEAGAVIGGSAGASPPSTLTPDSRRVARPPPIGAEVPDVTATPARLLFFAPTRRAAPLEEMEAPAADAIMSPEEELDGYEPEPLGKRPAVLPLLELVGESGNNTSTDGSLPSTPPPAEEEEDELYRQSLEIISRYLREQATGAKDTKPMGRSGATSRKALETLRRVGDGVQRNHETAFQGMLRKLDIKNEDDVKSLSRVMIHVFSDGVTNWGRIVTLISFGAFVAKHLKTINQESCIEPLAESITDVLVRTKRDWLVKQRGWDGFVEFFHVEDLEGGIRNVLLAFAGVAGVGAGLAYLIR
Efflux pump mplx: inhibitors of Candida antifungal efflux pumps expressed in yeast | S. cerevisiae Candida pump triplex, Nile Red efflux | inhibition, % at 10 µM | hit rate 0.44% among 330,000;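 active = plate passing quality check with inhibition over a set limit, or well fluorescence over plate mean plus 4 SD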;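 also: Nile Red retained in pooled yeast measured as flow cytometry median fluorescence; 0% = buffer negative control and 100% = Enniatin B positive control; higher means more Nile Red kept so more efflux inhibition; some compounds called inactive have numbers as strong as hits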
MEX-5 binding: C. elegans MEX-5 TCR-2 RNA binding activity; MEX-5/FITC-TCR2 RNA binding, fluorescence polarization; stronger effect = lower value; AID 1832; hit rate 0.38% among 300,000; activity score (negative = inhibition of binding), % at 10 µM; Q9XUB2;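 active = inhibition past about -25% in most replicates, and total fluorescence under double the plate's negative control median, limit read from the data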;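 also: 0% = DMSO and -100% = 5 µM competing unlabeled TCR2 RNA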
BCLXL inh: Bcl-xL (human) inhibition; GST-Bcl-xL / FITC-Bim BH3 peptide fluorescence polarization; inhibition, % at 10.9 µM; hit rate 0.7% among 320,000; AID 2129;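 active = inhibition above the mean of all tested compounds plus 3 SD, cutoff set per campaign, cut at about 30% in these data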;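 also: 0% = DMSO wells and 100% = unlabeled Bim-BH3 peptide competitor; inhibitors lower millipolarization by displacing the labeled peptide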
Target sequence (Q07817 whole entry, looked up): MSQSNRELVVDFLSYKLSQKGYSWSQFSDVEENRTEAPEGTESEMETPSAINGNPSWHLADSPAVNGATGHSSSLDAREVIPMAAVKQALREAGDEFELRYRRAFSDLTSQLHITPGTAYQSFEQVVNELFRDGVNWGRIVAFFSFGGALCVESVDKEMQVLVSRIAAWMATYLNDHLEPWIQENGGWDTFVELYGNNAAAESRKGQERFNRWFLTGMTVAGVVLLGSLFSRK
An asterisk follows results filed as active; nt = no result given.

Values run as follows: ZTA DNA inh	BCLXL inh	GLD-1 RNA inh	Yeast superoxide	Efflux pump mplx	Fam108B inh	MEX-5 binding	MCL1 BIM primary	EBNA-1 inh
> Cc1c(C(c2ccccc2O)c2c(C)n(C)n(-c3ccccc3)c2=O)c(=O)n(-c2ccccc2)n1C
→ 4	2	6	108	0.0	3	1.8	2	4
> O=C(CN(Cc1ccc(Cl)cc1)S(=O)(=O)c1ccccc1)NCC1CCCO1 (stereo not drawn)
→ 18	4	-4	99	0.0	0	0.1	4	4
> C/C=C\C(=O)Nc1cccc(C2=NOC3(C2)C[C@H](C(N)=O)N(C(=O)/C=C/CC)C3)c1 (stereo partly drawn)
→ 9	8	2	107	-0.1	0	0.9	0	9
> CNc1ncc(C(=O)c2ccccc2)s1
→ 20	2	-1	88	-0.1	4	0.1	1	9
> Cc1ccc(-c2nnc(SCc3ccccc3F)o2)cc1
→ 14	-2	-2	96	-0.1	-2	-2.1	-2	-4
> Cc1cc(OCC(=O)NCc2cccnc2)ccc1[N+](=O)[O-]
→ 1	3	0	96	-0.3	4	1.4	-2	-3
> CC(C)C[C@H](NC(=O)N1CCn2c1nc1ccccc12)C(=O)N[C@@H](C(=O)O)c1ccccc1
→ -11	-3	4	116	0.1	-5	0.6	-2	0
> Cc1cc(S(=O)(=O)Nc2cccc(C(=O)O)c2)c(C)c(S(=O)(=O)c2ccc(Cl)cc2)c1
→ 4	8	9	91	0.2	-1	2.6	9	5
> CC1CCCCN1C(=O)COc1ccc(F)cc1 (stereo not drawn)
→ -6	1	-7	91	-0.4	5	1.3	-1	-9
> Cc1cc(-c2ccccc2)cc(-c2ccccc2)[n+]1C
→ 8	1	-3	104	-0.1	1	nt	2	-2

New compounds follow.
Values run as follows: ZTA DNA inh	BCLXL inh	GLD-1 RNA inh	Yeast superoxide	Efflux pump mplx	Fam108B inh	MEX-5 binding	MCL1 BIM primary	EBNA-1 inh
> Cn1c(SCC(=O)NC2CCCCC2)nnc1-c1cc2ccccc2o1
→ -6	4	0	88	-0.1	0	-0.8	3	4
> NC(=O)c1ccc(-n2nnnc2SCC(=O)Nc2ccccc2-c2ccccc2)cc1
→ 2	-2	-5	104	0.2	4	2.2	-2	-8
> CN(C)S(=O)(=O)c1ccc(C(=O)NCCOc2ccccc2)cc1
→ -7	14	10	80	-0.1	-1	-1.0	5	-4
> CCCCNC(=O)CCC(=O)Nc1ccc2nc(N3CCC(C)CC3)cc(C)c2c1
→ -11	6	-3	96	0.1	5	3.5	1	-9
> O=C(CS(=O)(=O)c1cn(Cc2ccc(F)cc2)c2ccccc12)N1CCOCC1
→ 6	0	1	100	0.0	-3	-2.5	6	-5
> O=C(Cc1nn[nH]n1)Nc1cc(Cl)cc(Cl)c1
→ -8	0	-4	90	0.6	2	0.3	-5	-15
> COc1ccc(NC(=O)C2=Cc3cccc(OC)c3OC2)cc1
→ -8	1	2	115	0.0	2	2.9	-2	-3
> CC(C)N(CCNC(=O)C1CCC(=O)N1Cc1ccc(F)cc1)Cc1ccccc1 (stereo not drawn)
→ -6	3	2	106	-0.1	3	3.8	4	3
> CC(C)(C)c1ccc(OCCC(=O)Nc2cccc(S(=O)(=O)N3CCCCC3)c2)cc1
→ -4	-8	-3	91	0.2	-34	-1.5	-13	-16
> CC(=O)NCC(=O)OCc1ccc([N+](=O)[O-])cc1
→ 0	-3	-2	92	-0.1	-2	2.6	-5	-4

(next part)
Values run as follows: ZTA DNA inh	BCLXL inh	GLD-1 RNA inh	Yeast superoxide	Efflux pump mplx	Fam108B inh	MEX-5 binding	MCL1 BIM primary	EBNA-1 inh
> CCCN(Cc1ccccc1)C(=S)NC(=O)c1ccccc1[N+](=O)[O-]
→ 6	5	3	118	0.6	0	1.3	3	1
> O=C(CSc1nc2ccccc2s1)Nc1ccc2c(c1)oc1ccccc12
→ -4	-2	8	81	-0.3	15	0.2	-8	15
> O=C(N/C(=C\c1ccco1)C(=O)N1CCCC1)c1ccccc1
→ 3	40*	7	89	0.6	-3	-0.7	41*	-4
> COc1ccc(CN2CC(C(=O)NC3CCCCC3)CC2=O)cc1 (stereo not drawn)
→ 0	7	3	95	-0.1	3	0.0	2	-21
> OC(COc1ccccc1Cl)CN1CCN(CC(O)COc2ccccc2Cl)CC1 (stereo not drawn)
→ -10	0	0	90	-0.1	1	2.6	2	10
> COc1ccc(CCCc2nnc(SCC(=O)NN)o2)cc1
→ -3	1	-9	93	-0.1	-3	0.9	4	5
> CC(=O)Nc1ccc(N2CCOCC2)c(Cl)c1
→ 6	4	6	91	-0.1	1	1.3	9	8
> O=C(Nc1cc(C(=O)N2CCN(c3ccccc3O)CC2)ccc1Cl)c1cccs1
→ 0	3	10	106	0.1	4	-0.8	-6	-2
> O=C(Nc1ccccc1N1CCOCC1)c1ccc(N2CCOCC2)c([N+](=O)[O-])c1
→ -6	-1	1	101	-0.2	0	-0.6	1	5
> CCCCOc1cccc(NC(=O)CSc2nncn2C)c1
→ 6	5	1	97	0.2	-1	-1.6	0	-3

(listing goes on)
Values run as follows: ZTA DNA inh	BCLXL inh	GLD-1 RNA inh	Yeast superoxide	Efflux pump mplx	Fam108B inh	MEX-5 binding	MCL1 BIM primary	EBNA-1 inh
> O=C(c1cc(-c2ccc(Br)cc2)on1)N1CCCCCC1
→ 0	-6	-1	96	-0.1	0	1.1	-8	2
> C=CCNC(=O)c1ccccc1NC(=O)Cc1ccccc1[N+](=O)[O-]
→ 12	6	4	102	0.6	3	nt	6	10
> CCOC(=O)c1ccc(N2CCOCC2)c(NS(=O)(=O)c2ccc(F)cc2)c1
→ -13	2	7	111	-0.2	2	-0.1	8	-9
> CCc1ccc(C2=NN(C(C)=O)C(c3ccco3)C2)cc1 (stereo not drawn)
→ -10	0	-3	102	0.2	-1	2.2	19	-22
> CCC(=O)c1cn(CC(=O)Nc2ccccc2)c2ccccc12
→ -6	5	1	124	0.2	3	3.2	6	-7
> NC(=O)c1ccc(NC(=O)Cc2cccs2)cc1
→ -24	8	3	96	0.1	-2	-1.9	22	4
> COc1ccc(C(=O)Nc2c(N)nc(SCC(=O)N3CCC(C)CC3)[nH]c2=O)cc1
→ 7	7	0	100	1.2	-4	0.2	6	-1
> Cc1cc(/C=C(/C#N)C(=O)Nc2ccc(Cl)cc2)c(C)n1-c1cccnc1
→ -5	2	5	94	0.8	5	-5.6	0	5
> C=CCOc1ccc(/C=C/C(=O)OCc2csc(CC(=O)Nc3ccccc3C)n2)cc1
→ 6	3	-4	84	0.0	nt	nt	2	nt
> COc1ccccc1NC(=O)C(CC=C(Cl)Cl)C(C)=O (stereo not drawn)
→ -6	2	5	191	0.0	2	0.0	-1	5

Following part:
Values run as follows: ZTA DNA inh	BCLXL inh	GLD-1 RNA inh	Yeast superoxide	Efflux pump mplx	Fam108B inh	MEX-5 binding	MCL1 BIM primary	EBNA-1 inh
> COc1ccccc1NC(=O)c1ccccc1S(=O)(=O)c1ccc([N+](=O)[O-])cc1
→ 19	2	9	104	0.1	-2	0.7	-2	8
> COc1ccc(CNC(=O)CN(C)Cc2ccccc2F)cc1OC
→ 13	0	-1	104	-0.1	0	-2.2	-7	1
> CCS(=O)(=O)N1CCCC(C(=O)NCCc2ccc(OC)c(OC)c2)C1 (stereo not drawn)
→ -29	-1	11	88	-0.1	2	-0.5	9	5
> COc1ccc(-c2noc(N3CCC(C(=O)NCc4ccc(F)cc4)CC3)n2)cc1
→ -8	1	2	95	0.0	-2	0.0	-2	-5
> COc1ccc(-c2nc3n(c(=O)c2C#N)CCCS3)cc1
→ 19	4	0	106	0.0	-5	2.0	-2	0
> Cc1ccc(S(=O)(=O)N(C(=O)c2ccco2)c2cc3sc(=O)oc3c3ccccc23)cc1
→ 8	14	0	84	0.6	7	-3.5	44*	1
> COc1ccc(C(=O)CCN2CCN(c3ccccc3OC)CC2)cc1
→ -20	5	3	96	0.1	2	0.8	5	12
> O=C(OCC(=O)N1CCc2ccccc21)c1ccc([N+](=O)[O-])cc1
→ 2	-3	-6	106	0.3	nt	nt	-4	nt
> CCc1ccc(N(C(C)=O)C2C=CS(=O)(=O)C2)cc1 (stereo not drawn)
→ -7	3	4	85	-0.1	1	-0.2	0	1
> COc1ccc(CCN2CC(C(=O)NCCN3CCOC3=O)CCC2=O)cc1 (stereo not drawn)
→ 1	2	14	99	0.0	5	1.6	6	8

Single records (already shown). Order of screens: ZTA DNA inh, BCLXL inh, GLD-1 RNA inh, Yeast superoxide, Efflux pump mplx, Fam108B inh, MEX-5 binding, MCL1 BIM primary, EBNA-1 inh
Shown for O=C(OCC(=O)N1CCc2ccccc21)c1ccc([N+](=O)[O-])cc1 → 2, -3, -6, 106, 0.3, nt, nt, -4, nt
Shown for COc1ccc(CCN2CC(C(=O)NCCN3CCOC3=O)CCC2=O)cc1 (stereo not drawn) → 1, 2, 14, 99, 0.0, 5, 1.6, 6, 8

The listing picks up, repeating the 3 entries before the break.
Values run as follows: ZTA DNA inh	BCLXL inh	GLD-1 RNA inh	Yeast superoxide	Efflux pump mplx	Fam108B inh	MEX-5 binding	MCL1 BIM primary	EBNA-1 inh
> O=C(OCC(=O)N1CCc2ccccc21)c1ccc([N+](=O)[O-])cc1
→ 2	-3	-6	106	0.3	nt	nt	-4	nt
> CCc1ccc(N(C(C)=O)C2C=CS(=O)(=O)C2)cc1 (stereo not drawn)
→ -7	3	4	85	-0.1	1	-0.2	0	1
> COc1ccc(CCN2CC(C(=O)NCCN3CCOC3=O)CCC2=O)cc1 (stereo not drawn)
→ 1	2	14	99	0.0	5	1.6	6	8
> C=CCn1c(Oc2cc(C)ccc2C)nc2c1c(=O)n(C)c(=O)n2C
→ 14	6	-3	94	0.0	-3	3.2	3	0
> CCN(CC)S(=O)(=O)c1cccc(C(=O)NC(C(=O)NC2=NCCS2)C(C)C)c1 (stereo not drawn)
→ -21	1	-2	101	0.1	1	0.2	-9	-6
> O=C(Nc1cnc2sccn2c1=O)c1ccc(Cl)cc1Cl
→ -3	-2	3	113	0.7	-1	1.7	0	-9
> Cc1nc2c(=O)n(C)c(=O)[nH]c2n1Cc1ccccc1
→ 4	9	6	97	-0.3	6	-1.8	9	4
> CCN(CCNC(=O)c1ccc(C#N)cc1)c1cccc(C)c1
→ -1	-3	2	96	0.1	-3	1.6	2	-13
> CCOC(=O)c1ccc[n+](CC(=O)c2ccc(NC(=O)c3ccccc3)cc2)c1
→ -9	-1	-12	109	-0.2	1	-0.3	-3	6
> CCn1nc(C(=O)Nc2nc(-c3ccccn3)cs2)c2ccccc2c1=O
→ -12	9	2	103	-0.2	nt	nt	13	nt
> COc1ccccc1[C@@H]1C(c2ccc(F)cc2)=NN(c2ccccc2)[C@H]1C(=O)N1CCOC1=O
→ 13	7	7	104	0.0	-1	4.1	5	0
> C/C(=N\NC(=O)CNc1ccccc1)c1ccccc1
→ -16	-2	0	107	-0.2	3	-1.1	-3	-19
> O=C(c1cc(-c2ccc(F)cc2)nc2ccccc12)N1CCN(C2CCS(=O)(=O)C2)CC1 (stereo not drawn)
→ 11	-7	-1	89	-0.2	nt	nt	-6	nt
> CCCCc1nc2ccccc2c(N)c1CCC (tested in a mixture with another compound)
→ 9	2	-5	101	0.1	5	-0.2	-1	6
> CCN(CC)S(=O)(=O)c1ccc(OC)c(NS(=O)(=O)c2cccc(C(=O)O)c2)c1
→ -7	2	0	113	-0.3	1	-0.6	-3	4
> O=C(CSc1nnc2n1CCCN2)c1ccc([N+](=O)[O-])cc1
→ -3	2	0	103	-0.1	0	-2.8	-1	0

Compounds were not picked by outcome; overall some 2.3% were active at least once.
